PLK1 PBD block: qHTS for Inhibitors of PLK1-PDB (polo-like kinase 1 - polo-box domain): Primary Screen | Potency, µM, for the others: max response, negative = inhibition, actives largely listed as inhibitors | Plk1 PBD binding of FITC phosphopeptide, fluorescence polarization | Serine/threonine-protein kinase PLK1 (Homo sapiens), P53350 | 360,000 compounds, 2.8% hits; further: potency means the concentration at half of the fitted maximal effect; series mostly up to about 57 µM; on the % scale 0 is the no-effect control and ±100 the full control effect; nearly all actives have a fitted effect of over 65% in size
Target sequence (P53350 whole entry, looked up, the tested form may be a part): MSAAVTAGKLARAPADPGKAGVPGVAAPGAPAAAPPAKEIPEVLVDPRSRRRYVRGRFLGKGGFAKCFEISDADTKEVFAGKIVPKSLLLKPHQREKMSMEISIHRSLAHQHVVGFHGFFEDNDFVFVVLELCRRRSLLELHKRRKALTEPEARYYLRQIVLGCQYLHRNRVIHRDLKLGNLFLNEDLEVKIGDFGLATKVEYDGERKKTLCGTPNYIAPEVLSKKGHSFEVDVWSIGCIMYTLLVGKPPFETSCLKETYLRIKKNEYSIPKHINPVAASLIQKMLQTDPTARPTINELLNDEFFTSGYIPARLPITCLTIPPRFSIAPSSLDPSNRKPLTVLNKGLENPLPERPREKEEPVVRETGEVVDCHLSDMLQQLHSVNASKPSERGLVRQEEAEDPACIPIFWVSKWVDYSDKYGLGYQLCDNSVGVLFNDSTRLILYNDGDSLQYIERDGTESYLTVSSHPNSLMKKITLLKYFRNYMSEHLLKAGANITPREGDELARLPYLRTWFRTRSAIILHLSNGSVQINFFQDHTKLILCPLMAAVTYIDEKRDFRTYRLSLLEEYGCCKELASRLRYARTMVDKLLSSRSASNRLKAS
WRN helicase inh: qHTS for Inhibitors of WRN Helicase; Potency, µM (doses to about 114 µM), inactives show top-dose activity change, negative = inhibition, usual class: inhibitors; Bifunctional 3'-5' exonuclease/ATP-dependent helicase WRN (Homo sapiens), Q14191; WRN helicase unwinding, fluorescent forked duplex, kinetic; 360,000 compounds, 0.46% hits; further: potency means the concentration at half of the fitted maximal effect; on the % scale 0 is the no-effect control and ±100 the full control effect; nearly all actives have a fitted effect of over 55% in size
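Kinetic red-fluorescence monitoring (525/598 nm) tracks WRN helicase activity after 100 nM fluorophore-quencher forked duplex and 2 mM ATP are added to 20 nM enzyme pretreated 15 min at room temperature with compound.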
D3 antag: qHTS of D3 Dopamine Receptor Antagonist: qHTS | D3R cells, DiscoveRx beta-arrestin luminescence, antagonist mode; stronger effect = lower value | 360,000 compounds, 2.5% hits | D(3) dopamine receptor (Homo sapiens), P35462 | max response, negative = inhibition, % | AID 652054, 2013; in the data active means max response below about -50%; inconclusive means no clear call, values can overlap the other calls; further: on the % scale 0 is the no-effect control and ±100 the full control effect; mostly tested at two doses, the higher about 12 µM
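Cells plated overnight at 1500 cells/well, then exposed to library compounds with dopamine controls for 90 minutes at 37 degrees C. DiscoveRx reagent added for 30–60 minutes at room temperature; luminescence read, quantitative HTS format.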
GLP-1R agonist: qHTS of GLP-1 Receptor Agonists; Glucagon-like peptide 1 receptor (Homo sapiens), P43220; HEK293 GLP-1R CRE-luciferase, luminescence, 4-6 h; cells express a hypersensitive GLP-1R form; Potency, µM (titrated, usually from 45.6 µM), without a hit: at the highest dose activation, usual class: activators; 380,000 compounds, 0.007% hits; AID 624172, 2012; further: potency means the concentration at half of the fitted maximal effect; % of control where 0% means no effect
Target sequence (P43220 whole entry, looked up): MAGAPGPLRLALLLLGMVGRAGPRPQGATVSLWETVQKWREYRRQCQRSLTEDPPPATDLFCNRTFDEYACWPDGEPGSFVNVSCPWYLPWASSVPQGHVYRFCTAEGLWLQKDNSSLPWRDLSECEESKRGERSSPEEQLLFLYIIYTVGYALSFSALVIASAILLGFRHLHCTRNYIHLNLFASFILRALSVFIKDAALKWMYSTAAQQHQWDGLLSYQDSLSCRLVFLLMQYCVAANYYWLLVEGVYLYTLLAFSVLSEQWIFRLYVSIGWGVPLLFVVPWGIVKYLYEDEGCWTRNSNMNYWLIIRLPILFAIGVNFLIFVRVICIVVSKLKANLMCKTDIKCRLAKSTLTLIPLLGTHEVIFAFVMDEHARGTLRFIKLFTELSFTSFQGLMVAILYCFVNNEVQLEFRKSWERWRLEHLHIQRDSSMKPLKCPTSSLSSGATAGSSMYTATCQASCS
PI5P4Ka inh: qHTS for Inhibitors of phosphatidylinositol 5-phosphate 4-kinase (PI5P4K); Phosphatidylinositol 5-phosphate 4-kinase type-2 alpha (Homo sapiens), P48426; PI5P4Kalpha enzyme, ADP-Glo luminescence, 60 min; stronger effect = lower value; max response, %; 330,000 compounds, 1.2% hits; AID 652105, 2013; active means max response of -50% or lower; inconclusive means between -30% and -50%; inactive means -30% or higher; further: value at the top dose of about 77 µM; on the % scale 0 is the no-effect control and ±100 the full control effect
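Enzyme plus substrate dispensed, test compounds pinned in, then ATP (5 microM final) added. After 60 min at RT, ADP-Glo reagent 1 for 45 min and reagent 2 for 30 min preceded luminescence imaging.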
GLP1R inv ag: qHTS of GLP-1 Receptor Inverse Agonists (Inhibition Mode). Glucagon-like peptide 1 receptor (Homo sapiens), P43220. HEK293 GLP-1R CRE-luciferase, luminescence, 24 h; GLP-1R form is constitutively active. Potency, µM (titrated, usually from 38.3 µM), without a hit: at the top dose activity change, negative = inhibition, hits mostly inhibitors. 410,000 compounds, 1.6% hits. AID 624417, 2012; further: potency means the concentration at half of the fitted maximal effect; on the % scale 0 is the no-effect control and ±100 the full control effect; nearly all actives have a fitted effect of over 55% in size
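Using stably transfected HEK293 (constitutively active GLP-1R, cAMP-luciferase reporter), compounds were incubated 24 hr and luciferase measured by luminescence.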
GLP1R cytotox: qHTS of GLP-1 Receptor Inverse Agonists: Cytotox Screen | HEK293 cAMP-luciferase reporter cells, luminescence, 24 h | Potency, µM (doses to about 38.3 µM), for inactives: at the highest dose activity change, negative = inhibition, usual class: inhibitors | 410,000 compounds, 0.13% hits;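 further: loss of luciferase light is scored as toxicity; potency means the concentration at half of the fitted maximal effect; on the % scale 0 is the no-effect control and ±100 the full control effect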
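Here, cytotoxicity is scored as loss of luminescence. The MLSMR collection was tested on cells seeded in medium containing 10% Nu serum, with a 24 hr compound exposure preceded by 12 hours of culture.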
D3 ag: qHTS of D3 Dopamine Receptor Agonist: qHTS; D(3) dopamine receptor (Homo sapiens), P35462; D3R DiscoveRx beta-arrestin cells, luminescence, 90 min; max activation, %; 410,000 compounds, 0.58% hits; in the data active means max activation above about 30%; further: 0% is about no effect; mostly tested at two doses, the higher about 12 µM
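Cells at 1500/well, incubated overnight, then treated with pinned compounds (dopamine as control) for 90 min at 37 degrees C. DiscoveRx reagent added for 30 - 60 minutes at room temperature; luminescence read.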
IL2 activator: qHTS of IL-2 Activators. IL-2 activation reporter assay, cell-based qHTS; stimulated with anti-CD3/CD4/CD28 beads; in transgenic mouse T cells. activation, % (series mostly up to about 46 µM). 360,000 compounds, 0.065% hits. AID 652025, 2013; in the data active means activation above about 50%; inconclusive means mostly about 30% to 49%; further: 0% is about no effect
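Using fluorescent plate cytometry, EGFP and DsRed are detected in transgenic mouse T cells stimulated 18 h at 37 degrees C with antibody-coated beads after 60 min compound pretreatment.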
* = called active by the depositor; ? = inconclusive; / = not tested or not shown; [ ] = remark or other dose. Unless noted, the call rests on the fitted dose curve; in most records, active means well fitted curve in the direction sought with a large enough effect; inconclusive means small, poorly fitted or top-dose-only effect, or another doubt; inactive means no such curve, though single readings can be large; an effect the other way counts as inactive or inconclusive.

No.	molecule	PLK1 PBD block	WRN helicase inh	D3 antag	GLP-1R agonist	PI5P4Ka inh
1	COc1ccc2ccccc2c1/C=N/NC(=O)c1ccc([N+](=O)[O-])cc1	6%	8%	-97*	7%	-7
2	COc1ccc(CCNC(=O)c2nnn(-c3ccc4c(c3)OCCO4)c2N)cc1OC	3%	-11%	40	-12%	11
3	CCN(CC)C(=O)C12C(=O)Oc3ccccc3C1C2(C)C(=O)c1ccc(F)cc1 (stereo unspecified)	-13%	-29%	-15	1%	7
4	CN(C)c1nc(Oc2ccc(/C=N/O)cc2)nc(N(C)C)n1	-4%	-5%	-13	12%	3
5	COc1ccc(C(=O)N2CCC3(CC2)NCCc2[nH]cnc23)cc1OC	1%	2%	8	6%	4
6	O=C(NCCCc1ccccc1)c1cccc(NC(=O)C2CCCCC2)c1	0%	-7%	1	-6%	-2
7	Cc1cccc(C)c1NC(=O)Cn1c(=O)n(Cc2ccco2)c(=O)c2ccc(C(=O)NC3CCCC3)cc21	/	/	/	9%	/
8	O=S(=O)(NC1CCCC1)c1ccc(Br)s1	-4%	-7%	9	5%	/
9	O=C(CSc1ncn[nH]1)N1N=C(c2ccc(Cl)cc2)CC1c1ccco1 (stereo unspecified)	-3%	0%	-4	16%	-6
10	CC(C)COC(=O)N(C)C[C@H]1OCc2cn(nn2)CCCC(=O)N([C@H](C)CO)C[C@@H]1C	-2%	9%	5	0%	0

No.	GLP1R inv ag	GLP1R cytotox	D3 ag	IL2 activator
1	0%	-3%	-34	-5.0
2	?	-18%	8	0.1
3	0%	10%	-8	0.7
4	9%	-15%	2	0.3
5	11%	1%	4	0.7
6	?	0%	-15	-0.3
7	9%	3%	6	/
8	-21%	14%	-2	-2.3
9	-3%	-4%	-3	-0.3
10	6%	-23%	3	-1.4

Continued.
No.	molecule	PLK1 PBD block	WRN helicase inh	D3 antag	GLP-1R agonist	PI5P4Ka inh
11	COc1cccc(NC(=O)C2CCN(S(=O)(=O)c3c(C)noc3C)CC2)c1	/	/	/	-1%	/
12	CCc1nc(NCCN2CCOCC2)c(C#N)c2c1CCCC2	-11%	4%	17	18%	-3
13	COc1ccc(C)cc1NC(=O)c1sc2ncn(CC(=O)N3CCCCC3)c(=O)c2c1C	0%	6%[57.1 µM]	0	-2%	-3
14	Nc1nnc(CC(=O)N/N=C/c2ccc([N+](=O)[O-])cc2)s1	-20%	-5%	-10	0%	-12
15	O=C(NCc1ccncc1)c1cccc(Cn2cc(Br)cn2)c1	-3%	2%	1	0%	-8
16	Cc1ccc2[nH]c(=O)c(CN(CCCN3CCOCC3)C(=O)Nc3cccc(Cl)c3)cc2c1	-10%	0%	-19	4%	-3
17	COCCCNC(=S)N1CCN(c2nc(C)nc3sc4c(c23)CCCC4)CC1	0%	-8%	37	-1%	-2
18	O=C(COC(=O)C1CC1)Nc1ncc(C(F)(F)F)cc1Cl	-5%	-7%	6	-3%	-5
19	O=C(CN1C(=O)c2cccc3cccc(c23)C1=O)N1CCOCC1	-4%	-3%	11	1%	2
20	CC(=O)c1cccc(OC(=O)Oc2cccc(C(C)=O)c2)c1	-21%	3%	-19	1%	5

No.	GLP1R inv ag	GLP1R cytotox	D3 ag	IL2 activator
11	2%	4%	-6	/
12	?	-15%	4	-1.5
13	12%	2%	19	-3.5
14	13%	-9%	0	-0.5
15	1%	-8%	-2	-1.6
16	14%	17%	-16	-0.3
17	?	21%	6	-0.5
18	-4%	-2%	3	-0.7
19	2%	-4%	9	0.4
20	1%	20%	0	0.0

Next part.
No.	molecule	PLK1 PBD block	WRN helicase inh	D3 antag	GLP-1R agonist	PI5P4Ka inh
21	CC[C@H](C)[C@H]1CNC(=O)C(=O)N1CC1CCN(CCc2ccc(Cl)c(Cl)c2)CC1	-7%	5%	0	-5%	-2
22	Cc1ccccc1CN1CCSc2sccc2C1=O	0%	-8%	-3	-4%	0
23	O=C(CSc1ccc(Cl)cc1)OCC(=O)N1CCN(c2ccccc2)CC1	-9%	-13%	0	-27%	-5
24	CCN(CC(=O)NCc1cccs1)S(=O)(=O)c1cc(NC(C)=O)ccc1OC	-7%	-7%	3	-3%	3
25	CCOC(=O)C1CCN(C(=O)c2cccc(S(=O)(=O)NCc3ccccc3)c2)CC1	2%	-2%	15	-7%	0
26	COCCN(C(=O)CSCC(=O)Nc1cccc(C)c1)c1c(N)n(Cc2ccccc2)c(=O)[nH]c1=O	-1%	5%	-1	-1%	-4
27	O=C(NC1CCCCCC1)C1c2ccccc2C(=O)N1C1CC1 (stereo unspecified)	-8%	0%	11	-14%	/
28	CSc1cccc(CNC(=O)CC2C(=O)NCCN2CC(C)(C)C)c1 (stereo unspecified)	-27%	-6%	1	6%	0
29	O=C(CSc1nnc(NC(=O)C2CCCCC2)s1)NCc1ccco1	-9%	-27%	4	9%	-22
30	O=C(Cn1ncc2c(=O)oc3ccccc3c21)N(Cc1ccco1)C1CCCCC1	-7%	-1%	4	3%	0

No.	GLP1R inv ag	GLP1R cytotox	D3 ag	IL2 activator
21	-13%	1%	-48	0.0
22	?	-11%	-8	0.4
23	-9%	8%	0	-0.5
24	19%	3%	4	-0.1
25	-14%	-9%	3	0.3
26	5%	14%	11	3.2
27	2%	11%	-17	-1.3
28	6%	-5%	7	0.0
29	8%	0%	-2	-1.5
30	10%	8%	-5	-2.0

2 of these compounds in another layout:
Results follow in this order: PLK1 PBD block, WRN helicase inh, D3 antag, GLP-1R agonist, PI5P4Ka inh, GLP1R inv ag, GLP1R cytotox, D3 ag, IL2 activator
(28) CSc1cccc(CNC(=O)CC2C(=O)NCCN2CC(C)(C)C)c1 (stereo unspecified)
  -27%, -6%, 1, 6%, 0, 6%, -5%, 7, 0.0
(29) O=C(CSc1nnc(NC(=O)C2CCCCC2)s1)NCc1ccco1
  -9%, -27%, 4, 9%, -22, 8%, 0%, -2, -1.5

Following part:
No.	molecule	PLK1 PBD block	WRN helicase inh	D3 antag	GLP-1R agonist	PI5P4Ka inh
31	COc1cccc(C(=O)C(C#N)=C(SC)SC)c1	15µM*	-1%	?	-6%	-8
32	COc1ccccc1NC(=O)N(Cc1cccs1)Cc1cc2cc3c(cc2[nH]c1=O)OCO3	-2%	2%	28	-3%	2
33	COc1cccc(NC(=S)N(CCN2CCCCC2)Cc2ccco2)c1	-3%	1%[57.1 µM]	?	5%	5
34	COC(=O)c1c(C)[nH]c(C(=O)NCCc2ccc(S(N)(=O)=O)cc2)c1C	-3%	-5%	-2	1%	2
35	Cc1ccc2cc(CNC[C@H]3O[C@@H](n4cc(C)c(=O)[nH]c4=O)C[C@@H]3O)c(N3CCOCC3)nc2c1	-3%	3%	-25	-2%	1
36	Cc1ccc(S(=O)(=O)N2CCN(C(=O)N(c3ccccc3)c3ccccc3)CC2)cc1	-10%	-11%	14	4%	/
37	Cc1ccc(S(=O)(=O)NC(=O)c2ccc(Br)o2)c(C)c1	-1%	7%	?	-4%	-12
38	COc1ccc(CNC(=O)[C@H](C)NC(=O)C2CCN(C(=O)[C@@H](N)CCSC)CC2)cc1	-7%	-3%	-6	11%	-1
39	CC(NC(=O)CN(c1ccc(F)cc1)S(C)(=O)=O)c1ccccc1 (stereo unspecified)	-6%	-21%	19	0%	2
40	CCCc1cc(=O)n2[nH]c(C)c(-c3ccc(OC)cc3)c2n1	?	2%	7	7%	3

No.	GLP1R inv ag	GLP1R cytotox	D3 ag	IL2 activator
31	-7%	-13%	2	-1.0
32	-38%	-33%	1	-0.6
33	?	-7%	-22	-1.4
34	11%	10%	3	-0.9
35	-1%	11%	-5	-1.5
36	-16%	-3%	4	-3.5
37	3%	1%	3	-0.1
38	3%	-25%	-5	0.2
39	8%	-2%	-13	0.7
40	2%	-15%	2	2.0

One compound at a time, as listed above:
Shown for Cc1ccc2cc(CNC[C@H]3O[C@@H](n4cc(C)c(=O)[nH]c4=O)C[C@@H]3O)c(N3CCOCC3)nc2c1 → PLK1 PBD block: -3%; WRN helicase inh: 3%; D3 antag: -25; GLP-1R agonist: -2%; PI5P4Ka inh: 1; GLP1R inv ag: -1%; GLP1R cytotox: 11%; D3 ag: -5; IL2 activator: -1.5
Shown for COC(=O)c1c(C)[nH]c(C(=O)NCCc2ccc(S(N)(=O)=O)cc2)c1C → PLK1 PBD block: -3%; WRN helicase inh: -5%; D3 antag: -2; GLP-1R agonist: 1%; PI5P4Ka inh: 2; GLP1R inv ag: 11%; GLP1R cytotox: 10%; D3 ag: 3; IL2 activator: -0.9

(continued)
No.	molecule	PLK1 PBD block	WRN helicase inh	D3 antag	GLP-1R agonist	PI5P4Ka inh
41	C=CC[C@H]1CC(Cc2ccccc2)=C[C@H](CC=C)N1	24µM*	-12%	-4	0%	-20
42	COc1ccc(OC)c(CCNC(=O)c2sc3nc4n(c(=O)c3c2C)CCC4)c1	-4%	-3%	1	11%	0
43	CCn1c(SCC(=O)Nc2ccccc2N2CCOCC2)nnc1-c1ccccc1O	-6%	-5%	-2	16%	-8
44	COc1ccccc1OCC(=O)N(Cc1nc(-c2ccc(Cl)cc2)no1)C(C)C	6%	0%	31	-2%	-2
45	O=C(/C=C/c1cccc([N+](=O)[O-])c1)N1CCN(c2ccc(F)cc2)CC1	-5%	-15%	10	0%	1
46	O=C(CSc1ncn[nH]1)NCCc1ccc(Cl)cc1Cl	-2%	20%	2	17%	-8
47	CCN1CCSc2ccc(C(=O)NCc3ccccc3F)cc21	-27%	-1%	?	4%	-10

No.	GLP1R inv ag	GLP1R cytotox	D3 ag	IL2 activator
41	-33%	-27%	-10	-0.8
42	22%	-6%	5	-2.4
43	11%	0%	2	-0.5
44	?	-11%	0	-3.7
45	3%	-10%	4	0.4
46	1%	-2%	-2	0.4
47	?	23%	-18	-1.5

Screening results: PubChem BioAssay, National Center for Advancing Translational Sciences (NCATS)
